XIAP antagonists: small molecules displacing peptide from XIAP – biochemical, IAP family, fluorescence polarization (AID 1018); hit rate 0.007% among 200,000; displacement, % at 20 µM, or IC50 in µM where a hit was titrated; XIAP BIR domain, fluorescence polarization peptide displacement; higher % means a stronger effect; in the data active = displacement above about 50%; also: a part of the inactive calls stands beside numbers as strong as those of hits
human PMI inhibition: MPI enzyme activity inhibition – biochemical, fluorescence intensity, coupled assay, primary screen (AID 1209). purified PMI enzyme, coupled fluorescence intensity; higher % means a stronger effect. one-dose inhibition, % at 20 µM; IC50 in µM for titrated hits. hit rate 0.42% among 190,000;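 also: plate controls were DMSO vehicle for no effect and wells lacking substrate for full effect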
LYP phosphatase: inhibitors of LYP phosphatase, biochemical, fluorescence intensity, uHTS (AID 1779); recombinant LYP phosphatase, fluorescence intensity; higher % means a stronger effect; inhibition, % at 11.5 µM, or IC50 in µM where a hit was titrated; hit rate 0.054% among 290,000;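 also: plate controls were vehicle with enzyme for no effect and no enzyme for full effect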
M17LAP inhibition: P. falciparum M17LAP inhibitors, primary screen, biochemical, fluorogenic H-Leu-NHMec substrate, 1536-well (AID 1619); recombinant M17LAP, H-Leu-NHMec fluorogenic kinetic assay; higher % means a stronger effect; inhibition, % at 30 µM; hits with a dose series show IC50 in µM; hit rate 0.38% among 220,000;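 active = compound inhibiting the enzyme by more than half at any dose during confirmatory dose-response retesting; inconclusive = strong single-dose inhibitors picked by rank but not retested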;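 also: plate controls were full reaction with DMSO carrier for no effect and no enzyme background for full effect; strong numbers were not always called active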
Dynein transport: dynein cargo transport inhibition; 3617.4 mouse cells, GR-EGFP nuclear translocation imaging; test concentration mostly 20 µM; stimulated with dexamethasone, 1 µM; hits give low values; hit rate 0.47% among 220,000; z-score, hits read low;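 active = plate z-score of nuclear minus cytoplasmic receptor signal below a set negative limit, without overly bright fluorescence or cell loss, cut at about -3.5 in these data, passing the limit was not always enough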;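 also: z-score of nuclear minus cytoplasmic ring GR-EGFP intensity difference per well; some compounds called inactive have numbers as strong as hits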
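Medium: Induction medium lacking tetracycline, stripped serum | Probe or stimulus: 1.0 µM final dexamethasone stimulus | Schedule: 48 h induction, then 1 h compound, then 30 min agonist, 37 °C | Signal: Automated 10x imaging of fixed Hoechst-stained cells | Evaluation: Per-cell GR-EGFP intensity, nucleus versus surrounding cytoplasmic ring, well-averaged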
human PMI inhibitors: human PMI inhibitors, high substrate, primary screen, biochemical, fluorescence intensity, high mannose 6-phosphate (AID 1220); recombinant PMI enzyme, coupled fluorescence intensity; higher % means a stronger effect; hit rate 0.66% among 190,000; inhibition, % at 20 µM; hits with a dose series show IC50 in µM
AID2073: disruptors of CaV2.2 binding to Mint1 – biochemical, HTRF (AID 2073). HTRF protein-protein interaction, Mint1-CaV2.2; higher % means a stronger effect. inhibition, % at 20 µM, or IC50 in µM where a hit was titrated. hit rate 0.19% among 290,000; in the data active = inhibition mostly above about 51%, no sharp cut-off; inconclusive = no clear call, values can overlap the other calls; inactive = mostly below about 53%; also: some results filed as inactive read as strong as hits
P. falciparum M1AAP: P. falciparum M1AAP inhibitors, biochemical, fluorogenic H-Leu-NHMec substrate, 1536-well (AID 1445); recombinant M1AAP, H-Leu-NHMec fluorogenic kinetic assay; higher % means a stronger effect; one-dose inhibition, % at 30 µM; IC50 in µM for titrated hits; hit rate 0.42% among 220,000;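 active = primary inhibition above the hit cutoff, then over 50% inhibition at one or more dose response concentrations, cut at about 23% in these data, passing the limit was not always enough; inconclusive = conflicting primary data, or primary hits not chosen for dose response; inactive = low primary inhibition, or under 50% at every dose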;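 also: plate controls were DMSO full reaction for no effect and no enzyme background for full effect; strong numbers were not always called active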
SIAH1 antagonists: blockers of Siah-1 interaction with plectin peptide – biochemical, fluorescence polarization, rhodamine-plectin, uHTS, primary screen (AID 1817) | one-dose displacement, % at 20 µM; IC50 in µM for titrated hits | hit rate 0.02% among 290,000 | Siah-1 / rhodamine-plectin peptide fluorescence polarization; higher % means a stronger effect;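 active = displacement of at least 50% at 20 µM, with a fluorescence ratio check between 0.3 and a set limit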;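 also: plate controls were Siah plus tracer with DMSO for no effect and tracer alone without Siah for full effect; strong numbers were not always called active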
Dynein transport cytoplasmic EGFP: also measured in Dynein transport; calls as there; z-score; measured here: cytoplasmic GR-EGFP intensity; hits give high values
Dynein transport nuclear GR-EGFP: further read-out of Dynein transport, marked with its call; z-score; measured here: nuclear GR-EGFP intensity;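 lower value marks the stronger effect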
Dynein transport cell count: recorded beside Dynein transport, whose call it bears; z-score; measured here: cell count per field
* hit, by the source's call; ? = inconclusive; / = no result given. Rule as the data show it, unless noted: active = inhibition above about 50%; inactive = the rest.

(1) O=C(Nc1ccc(S(=O)(=O)Nc2ncccn2)cc1)c1cccc(S(=O)(=O)N2CCCC2)c1
(2) COc1ccc2c(c1)c(C(O)CN1CCC(Cc3ccccc3)CC1)c(C)n2C (stereo unspecified)
(3) CCOC(=O)c1cccc(NC(=O)CSc2nnc(C3CCCCC3)n2CC)c1
(4) O=C(Nc1ccccc1OC(F)F)c1ccccc1
(5) CC(C)c1onc(C(=O)N2CCOCC2)c1[N+](=O)[O-]
(6) S=C(NCCCN1CCOCC1)N1CCN(c2nc(-c3ccc(Cl)cc3)cs2)CC1
(7) O=C(Oc1cccc(NC(=O)c2ccco2)c1)c1cccc(S(=O)(=O)N2CCCC2)c1
(8) O=C(NNS(=O)(=O)c1ccc(Cl)cc1)C1CCN(Cc2ccccc2)CC1
compound no.	1	2	3	4	5	6	7	8
XIAP antagonists	/	-3.8%	-3.4%	-4.0%	-3.0%	-7.3%	-2.5%	-6.6%
human PMI inhibition	/	4%	-10%	11%	-14%	14%	13%	8%
LYP phosphatase	-1%	-6%	0%	-4%	-7%	-8%	-2%	-2%
M17LAP inhibition	11%	-4%	24%	-4%	6%	13%	1%	-4%
Dynein transport	-0.57	0.069	2.2	-0.26	1.7	-1.2	-0.99	-0.89
Dynein transport cytoplasmic EGFP	-0.24	-0.046	0.064	-0.24	-0.25	-0.3	-0.12	-0.21
Dynein transport nuclear GR-EGFP	0.44	0.45	1.2	-0.2	1	-0.65	-0.36	-0.67
Dynein transport cell count	-0.36	-0.47	-1.7	0.84	-1.1	1.3	0.19	-0.19
human PMI inhibitors	/	4%	-12%	9%	-10%	13%	10%	12%
AID2073	-2%	-2%	2%	6%	-10%	-33%	7%	3%
P. falciparum M1AAP	4%	15%	13%	0%	-4%	2%	5%	4%
SIAH1 antagonists	6%	3%	-2%	5%	-4%	10%	7%	-2%

An excerpt from above, showing only AID2073.
# | molecule | AID2073
3 | CCOC(=O)c1cccc(NC(=O)CSc2nnc(C3CCCCC3)n2CC)c1 | 2%
4 | O=C(Nc1ccccc1OC(F)F)c1ccccc1 | 6%

(further entries)
(9) CCc1ccc(NC(=O)Cc2cn(C)c3ccccc23)cc1
(10) COCCNc1c(-c2ccc(OC)cc2)nc2ccc(Cl)cn12
(11) COc1ccc(CCn2c(-c3ccco3)nc3nc4ccccc4nc32)cc1OC
(12) CCOCCCNC(=O)c1ccc(N2CCCC2)c(NS(=O)(=O)c2ccc(C)cc2)c1
(13) Cc1cc(=O)oc2cc(OCC(=O)Nc3cccc(S(=O)(=O)N(C)C)c3)ccc12
(14) CCC(CC)c1nnc(NC(=O)c2ccco2)s1
(15) CCOC(=O)c1ccc(NC(=O)Nc2ccccn2)cc1
(16) COc1cccc(CCNC(=O)c2ccc(C#N)cc2)c1
compound no.	9	10	11	12	13	14	15	16
XIAP antagonists	-4.8%	-1.0%	-1.0%	5.0%	-6.5%	0.1%	-5.4%	-3.7%
human PMI inhibition	-5%	-8%	7%	-47%	-9%	13%	-1%	8%
LYP phosphatase	8%	-1%	-8%	-2%	-8%	-6%	-2%	-6%
M17LAP inhibition	7%	0%	/	4%	-1%	7%	-3%	5%
Dynein transport	-0.9	0.52	/	1.1	0.23	1	0.89	-0.13
Dynein transport cytoplasmic EGFP	-0.42	-0.29	/	-0.31	-0.32	0.17	-0.24	-0.22
Dynein transport nuclear GR-EGFP	-0.45	0.13	/	0.95	-0.23	1.3	0.82	0.098
Dynein transport cell count	0.059	-0.43	/	-0.93	0.33	-0.85	-0.39	-0.45
human PMI inhibitors	-2%	-9%	7%	-50%	-8%	8%	-5%	11%
AID2073	?	15%	12%	-7%	6%	2%	5%	1%
P. falciparum M1AAP	8%	4%	/	-3%	0%	1%	0%	2%
SIAH1 antagonists	0%	3%	-2%	-3%	13%	2%	4%	8%

Values in list order from the entries so far.
SIAH1 antagonists for entries 11 to 14: -2%, -3%, 13%, 2%
Dynein transport cytoplasmic EGFP for entries 11 to 14: /, -0.31, -0.32, 0.17
M17LAP inhibition for entries 11 to 14: /, 4%, -1%, 7%

Following part
(17) Cc1ccc2nc(N(CCN(C)C)C(=O)/C=C/c3cccs3)sc2c1
(18) COCCSc1nnc(NC(=O)C2CC(=O)N(c3ccc(C)cc3)C2)s1 (stereo unspecified)
(19) Cc1nnn(C23CC4CC(CC(CC(=O)Nc5cccc(F)c5)(C4)C2)C3)n1
(20) CCC(CC)COC(=O)C(C#N)c1nc2ccccc2nc1N1CCOCC1 (stereo unspecified)
(21) Cc1c(NC(=O)c2cc(-c3ccco3)on2)c(=O)n(-c2ccccc2)n1C
(22) Cc1cccc(OCCC(=O)Nc2ccc(C)c(S(=O)(=O)N3CCCCC3)c2)c1
(23) CCC1CCCN1Cn1cnc2c([nH]c3ccc(OC)cc32)c1=O (stereo unspecified)
(24) Cc1ccc(CN2C(=O)N/C(=C\c3ccc(N4CCOCC4)cc3)C2=O)cc1
compound no.	17	18	19	20	21	22	23	24
XIAP antagonists	-1.9%	-0.4%	-16%	-5.1%	-6.8%	-7.8%	-2.3%	-0.9%
human PMI inhibition	-15%	-11%	14%	9%	1%	13%	12%	6%
LYP phosphatase	-1%	-1%	-8%	0%	-6%	0%	-8%	-5%
M17LAP inhibition	-3%	2%	-6%	11%	7%	-2%	-61%	13%
Dynein transport	-0.57	-0.049	1.6	-0.59	-0.55	0.11	-0.23	-0.44
Dynein transport cytoplasmic EGFP	0.26	-0.14	-0.31	-0.2	0.75	-0.23	-0.26	-0.28
Dynein transport nuclear GR-EGFP	0.39	0.64	1.5	0.011	-0.12	0.028	0.052	-0.58
Dynein transport cell count	-1.4	-0.55	-0.035	0.11	0.94	-0.23	-0.6	0.64
human PMI inhibitors	-19%	-8%	17%	5%	0%	5%	10%	1%
AID2073	16%	-7%	-9%	2%	3%	17%	9%	1%
P. falciparum M1AAP	2%	40%	-13%	4%	15%	-1%	7%	1%
SIAH1 antagonists	2%	3%	-2%	-2%	-1%	-3%	-2%	10%

(25) O=C(Cn1ccc2ccccc2c1=O)NCCC(=O)NC1CCN(Cc2ccccc2)CC1
(26) O=C(C1=C[C@@H](C2CC2)C[C@@H](OCCCCO)O1)N1CCN(Cc2ccccc2)CC1
(27) O=C(CNC(=O)c1ccc(N2C(=O)c3ccccc3C2=O)cc1)OCC(=O)c1ccccc1
(28) O=C(CN1C(=O)c2ccccc2C1=O)Nc1ccc2c(c1)OCO2
(29) Cc1ccc(-c2[nH]nc(N)c2N=Nc2ccccc2C)cc1
(30) O=C(CN1CCN(c2ccc(Cl)cc2)CC1)NCc1cccs1
(31) COc1ccc(C(=O)NCC(=O)N/N=C/C=C/c2ccccc2)cc1OC
(32) COCCNC(=S)N(C)C1(c2ccccc2Cl)CCCCC1=O (stereo unspecified)
compound no.	25	26	27	28	29	30	31	32
XIAP antagonists	-10%	-11%	-3.8%	-0.4%	-1.2%	0.5%	-4.5%	-6.3%
human PMI inhibition	6%	8%	-18%	11%	18%	12%	10%	0%
LYP phosphatase	-8%	-8%	-6%	-8%	-3%	-2%	0%	-9%
M17LAP inhibition	6%	1%	12%	9.4µM*	3%	2%	10%	1%
Dynein transport	0.43	-0.97	0.19	-0.19	0.9	-0.0021	0.61	1.2
Dynein transport cytoplasmic EGFP	-0.24	-0.22	-0.34	2.6	-0.14	-0.28	-0.29	-0.35
Dynein transport nuclear GR-EGFP	0.71	-0.22	-0.32	0.96	0.98	0.12	0.32	0.96
Dynein transport cell count	1.5	0.57	0.4	0.39	-0.57	0.099	0.12	-1.1
human PMI inhibitors	2%	8%	-8%	1%	22%	7%	14%	0%
AID2073	-3%	7%	23%	6%	1%	-8%	-7%	-5%
P. falciparum M1AAP	5%	6%	2%	-1%	18%	5%	18%	8%
SIAH1 antagonists	-1%	13%	4%	4%	-1%	-2%	17%	0%

(33) CCOC(=O)N1CCN(C(=O)/C=C/c2c(C)nn(-c3ccc(F)cc3)c2Cl)CC1
(34) COc1ccccc1OCCC(=O)OCC(=O)NCc1ccc(Cl)cc1
(35) N=C1C(c2nc(-c3ccc(F)cc3)cs2)=C(O)CN1CCCN1CCOCC1
(36) O=C(Cc1c(F)cccc1Cl)N1CCOCC1
(37) CN1CCN(c2nc(-c3ccncc3)nc3ccccc23)CC1
(38) O=C(CCC(=O)Nc1ccccc1)NNC(=O)c1cccs1
(39) CCN(C(=O)c1cc2cccc(OC)c2oc1=O)c1ccccc1
(40) CCOc1ccc(/C=C/C(=O)Nc2ccc(N3CCOCC3)cc2)cc1
(41) O=C(CCCCCCCCC(=O)N/N=C/c1ccco1)N/N=C/c1ccco1
compound no.	33	34	35	36	37	38	39	40	41
XIAP antagonists	-1.1%	-5.8%	-2.9%	-2.2%	7.4%	-1.8%	3.1%	-3.1%	-6.0%
human PMI inhibition	2%	-12%	-10%	-10%	8%	-4%	7%	7%	-3%
LYP phosphatase	-3%	0%	-7%	-8%	-2%	-10%	-2%	-1%	-4%
M17LAP inhibition	-7%	-5%	-4%	-4%	24%	-5%	-1%	13%	11%
Dynein transport	-0.3	-0.83	-0.24	0.36	1.2	-0.0042	0.32	-0.22	1.7
Dynein transport cytoplasmic EGFP	-0.16	-0.28	-0.2	-0.32	-0.19	-0.22	-0.23	-0.13	-0.3
Dynein transport nuclear GR-EGFP	-0.025	-0.12	-0.09	0.45	1.1	0.41	0.53	0.6	0.47
Dynein transport cell count	-0.14	0.99	0.38	0.3	1.1	0.039	-0.85	-0.14	-0.77
human PMI inhibitors	-6%	-3%	0%	-13%	7%	-3%	2%	2%	-3%
AID2073	-10%	18%	20%	4%	-1%	0%	3%	10%	-5%
P. falciparum M1AAP	4%	1%	11%	3%	9%	6%	-2%	6%	4%
SIAH1 antagonists	-1%	-3%	-2%	0%	7%	4%	0%	5%	5%

Another view of part of the listing above.
no. | SMILES | XIAP antagonists | human PMI inhibition | LYP phosphatase | M17LAP inhibition | Dynein transport | Dynein transport cytoplasmic EGFP | Dynein transport nuclear GR-EGFP | Dynein transport cell count | human PMI inhibitors | AID2073 | P. falciparum M1AAP | SIAH1 antagonists
12 | CCOCCCNC(=O)c1ccc(N2CCCC2)c(NS(=O)(=O)c2ccc(C)cc2)c1 | 5.0% | -47% | -2% | 4% | 1.1 | -0.31 | 0.95 | -0.93 | -50% | -7% | -3% | -3%
13 | Cc1cc(=O)oc2cc(OCC(=O)Nc3cccc(S(=O)(=O)N(C)C)c3)ccc12 | -6.5% | -9% | -8% | -1% | 0.23 | -0.32 | -0.23 | 0.33 | -8% | 6% | 0% | 13%
